Screens as filed in PubChem.
Mcl1 Bid PPI: Mcl-1/Bid interaction inhibition; Q07820; TR-FRET Mcl-1/Bid-Dy647 peptide binding, 1536-well; inhibition, % at 21.7 µM; 0.97% of 220,000 active;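 active = compounds that cut the binding signal by more than half at the single screening dose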;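 note: His-tagged Mcl-1 with europium anti-His antibody binding Bid BH3 peptide; 0% = Mcl-1 plus peptide wells and 100% = peptide-only wells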
Bcl-B Bim block: inhibitors of Bim-Bcl-B interaction, human; bead-based flow cytometry, Bim peptide-Bcl-B binding; AID 951; 0.073% of 190,000 active; inhibition, % at 10 µM;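 note: 0% = tracer peptide without compound and 100% = reference inhibitor peptide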
Target sequence (Q9HD36 whole entry, looked up): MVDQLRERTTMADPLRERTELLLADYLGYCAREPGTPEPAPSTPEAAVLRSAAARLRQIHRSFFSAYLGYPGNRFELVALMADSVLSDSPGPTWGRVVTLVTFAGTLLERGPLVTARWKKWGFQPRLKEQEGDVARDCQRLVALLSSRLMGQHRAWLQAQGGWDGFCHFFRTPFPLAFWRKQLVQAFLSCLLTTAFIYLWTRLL
Bim-Bcl-2: inhibitors of Bim-Bcl-2 interaction, human; P10415; Bead-based flow cytometry, Bim peptide-Bcl-2 binding; inhibition, % at 10 µM; 0.06% of 190,000 active; in the data active = inhibition above about 40%; inconclusive = no clear call, values can overlap the other calls;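 note: 0% = no compound wells with probe peptide and 100% = reference peptide inhibitor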
Target sequence (P10415 whole entry, looked up): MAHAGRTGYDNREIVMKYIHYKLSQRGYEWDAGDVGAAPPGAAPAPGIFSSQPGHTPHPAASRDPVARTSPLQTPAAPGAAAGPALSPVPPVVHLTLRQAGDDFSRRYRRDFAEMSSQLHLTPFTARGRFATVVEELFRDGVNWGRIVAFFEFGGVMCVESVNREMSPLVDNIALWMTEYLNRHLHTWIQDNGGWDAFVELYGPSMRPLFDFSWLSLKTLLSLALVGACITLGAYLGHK
Mcl1-Noxa inh: Mcl-1/Noxa interaction inhibition; Q07820; TR-FRET Mcl-1/Noxa peptide binding, 2 h; inhibition, % at 21.7 µM; 1.5% of 220,000 active;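 active = compounds that cut the protein-peptide binding signal by more than 50% relative to plate controls in a single-dose test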;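 note: His-tagged Mcl-1 with rhodamine Noxa BH3 peptide and terbium anti-His antibody; 0% = Mcl-1 plus Noxa peptide wells and 100% = peptide-only wells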
Bim-Bcl-XL: inhibitors of Bim-Bcl-XL interaction, human; Q07817; Bim peptide-Bcl-XL binding, bead flow cytometry, fluorescence; inhibition, % at 10 µM; 0.04% of 190,000 active; AID 1007
Bim-Mcl-1: inhibitors of Bim-Mcl-1 interaction, human. AID 1009. Bead-based flow cytometry, Bim peptide-Mcl-1 binding. 0.1% of 190,000 active. inhibition, % at 10 µM;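 note: 0% = no compound tracer wells and 100% = peptide blocker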
Bim-Bfl-1: inhibitors of Bim-Bfl-1 interaction, human | 0.12% of 190,000 active | Q16548 | AID 1008 | inhibition, % at 10 µM | Bead-based flow cytometry, Bim-Bfl-1 binding inhibition;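 note: 0% = wells without compound plus tracer and 100% = blocker peptide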
Bcl-W Bim block: disrupts Bim peptide binding to human Bcl-W. Q92843. bead-based flow cytometry. inhibition, % at 10 µM. 0.02% of 190,000 active. AID 952;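 note: 0% = bound tracer without compound and 100% = peptide blocker; higher means less fluorescent Bim peptide bound to Bcl-W beads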
Target sequence (Q92843 whole entry, looked up): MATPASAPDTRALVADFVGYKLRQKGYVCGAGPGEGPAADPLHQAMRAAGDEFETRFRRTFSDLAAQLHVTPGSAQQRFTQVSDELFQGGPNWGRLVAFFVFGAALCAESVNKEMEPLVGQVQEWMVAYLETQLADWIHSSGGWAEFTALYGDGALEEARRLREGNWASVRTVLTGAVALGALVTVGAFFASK
RGS4-Gao reg: human RGS4-Galphao interaction regulation. binding response (% of control), % at 10 µM. 0.33% of 220,000 active. P09471. Multiplexed bead flow cytometry, RGS4-Galphao binding; actives lie on both sides; in the data active = binding response below about 49% or above about 150%; inactive = in between;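 note: fluorescent Galphao activated with aluminum fluoride binding bead-coupled RGS4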
Target sequence (P09471 whole entry, looked up): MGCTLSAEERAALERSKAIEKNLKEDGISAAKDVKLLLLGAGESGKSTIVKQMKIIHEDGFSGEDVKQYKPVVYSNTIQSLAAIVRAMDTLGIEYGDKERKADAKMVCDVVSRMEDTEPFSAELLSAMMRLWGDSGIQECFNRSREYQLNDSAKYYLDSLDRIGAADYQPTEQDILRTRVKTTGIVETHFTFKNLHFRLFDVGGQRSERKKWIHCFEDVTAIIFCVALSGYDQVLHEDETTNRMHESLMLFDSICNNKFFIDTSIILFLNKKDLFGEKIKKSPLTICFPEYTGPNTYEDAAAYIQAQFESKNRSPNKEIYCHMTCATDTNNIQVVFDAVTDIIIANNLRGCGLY
RGS7-Gao reg: human RGS7-Galphao interaction regulation; P09471; binding response (% of control), % at 10 µM; AID 1439; 0.35% of 220,000 active; Multiplexed bead flow cytometry, RGS7-Galphao binding; actives lie on both sides; in the data active = binding response below about 49% or above about 150%; inconclusive = no clear call, values can overlap the other calls; inactive = in between;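 note: fluorescent Galphao held in activated GDP-AlF4 state binding bead-coupled RGS7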
RGS8-Gao: modulates binding of RGS8 to human Galphao; P09471; AID 1423; response (percent of control binding), % at 10 µM; multiplexed bead flow cytometry; actives lie on both sides; 0.34% of 220,000 active; in the data active = response below about 60% or above about 140%; inactive = in between;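 note: Galphao activated as the GDP aluminium fluoride complex binding bead-coupled RGS8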
Active calls of the source: *; ? = inconclusive; · = no result given. Cut-off read from the data, not from the text of the source, unless noted: active = inhibition above about 40%.

The first 2 compounds, ahead of the listing:
SMILES	Mcl1 Bid PPI	Bcl-B Bim block	Bim-Bcl-2	Mcl1-Noxa inh	Bim-Bcl-XL	Bim-Mcl-1	Bim-Bfl-1	Bcl-W Bim block	RGS4-Gao reg	RGS7-Gao reg	RGS8-Gao
CCc1cc(=O)n2c([nH]c3ccccc32)c1C#N	-58	-3	-5	16	-1	0	-7	3	107	103	104
Cc1ccc2nc(NC(=O)C3CCN(S(=O)(=O)c4cccs4)CC3)sc2c1	-8	-1	-3	-19	-6	-3	-4	-2	98	96	97

Main list, from the start:
SMILES	Mcl1 Bid PPI	Bcl-B Bim block	Bim-Bcl-2	Mcl1-Noxa inh	Bim-Bcl-XL	Bim-Mcl-1	Bim-Bfl-1	Bcl-W Bim block	RGS4-Gao reg	RGS7-Gao reg	RGS8-Gao
CCc1cc(=O)n2c([nH]c3ccccc32)c1C#N	-58	-3	-5	16	-1	0	-7	3	107	103	104
Cc1ccc2nc(NC(=O)C3CCN(S(=O)(=O)c4cccs4)CC3)sc2c1	-8	-1	-3	-19	-6	-3	-4	-2	98	96	97
c1ccc(N/N=C(\Cc2nc3ccccc3[nH]2)c2ccccc2)cc1	-45	-12	-7	-45	-12	-3	-11	-4	101	103	99
COC(=O)c1ccccc1NC(=O)COC(C)=O	-18	-7	-7	22	-3	0	-8	0	98	97	101
CCOC(=O)c1nc(Nc2ccc(C(=O)O)cc2)c2ccccc2n1	6	3	0	23	-2	-1	0	0	104	98	101
CSc1ccc(CNCCCN(C)C)cc1	-24	-7	-1	21	-6	-4	-3	-4	103	102	105
COc1ccc2c(c1)SC(C)CC2=O (centres undefined)	-3	4	0	12	0	1	-3	0	95	94	84
Cc1ccc(N2CCN(/N=C/C3=C(N4CCOCC4)C(=C\c4ccccc4)/CC3)CC2)cc1	-24	·	·	-3	·	·	·	·	92	?	98
CCCNc1c(N)c(=O)c1=O	-1	·	·	-6	·	·	·	·	99	?	102
CCOc1ccc(N2C(=O)C3ON(c4ccccc4)C(c4cccs4)C3C2=O)cc1 (centres undefined)	4	-3	-4	11	-1	1	-7	0	100	97	100
CC(=O)C1=C(C)N(c2ccccc2)C(=O)C1(NS(=O)(=O)c1ccc(N)cc1)C(F)(F)F (centres undefined)	4	3	0	15	0	0	3	0	98	104	101
O=Nc1c2cc(-c3ccccc3)[nH]nc-2c2ccccc12	-23	-2	0	-6	-3	0	-3	-1	103	95	100
Cn1c(=O)c2c(ncn2CC(=O)N/N=C/c2cn[nH]c2-c2ccc(F)cc2)n(C)c1=O	1	-6	-3	1	-16	-24	-3	-12	90	93	93
O=C(CN(Cc1cccs1)C(=O)CCC(=O)Nc1ccccn1)NCc1ccccc1	-37	-3	0	-3	0	0	-7	-4	101	99	100
Cn1c(=O)[nH]c(=O)c2c1nc(N1CCOCC1)n2CC(=O)c1ccccc1	-28	-2	0	8	1	0	-4	1	101	105	103
O=C(Nc1ccc(N2CCOCC2)cc1)C1CC(O)CN1S(=O)(=O)c1ccc(Cl)cc1 (centres undefined)	-37	1	-2	3	-1	0	-1	1	100	108	101
Cc1ccc2cc3cc(C(=O)NCCN4CCOCC4)oc3nc2c1	-13	0	1	15	-3	-5	8	-5	100	106	99
COc1ccc(-c2nc(N)n[nH]2)cc1OC	26	2	-1	5	0	-1	0	0	102	100	101
CCN(CC)S(=O)(=O)c1ccc(N2CCCC2)c(NS(=O)(=O)c2ccccc2)c1	-44	-4	-5	-4	-6	0	-4	-2	101	103	105
CCN(CC)C(=O)c1c(Cl)nc(C)c([N+](=O)[O-])c1C	-20	-2	1	-10	-3	-5	2	-3	100	99	103

Overlap with the part before: two entries; new compounds follow.
SMILES	Mcl1 Bid PPI	Bcl-B Bim block	Bim-Bcl-2	Mcl1-Noxa inh	Bim-Bcl-XL	Bim-Mcl-1	Bim-Bfl-1	Bcl-W Bim block	RGS4-Gao reg	RGS7-Gao reg	RGS8-Gao
CCN(CC)S(=O)(=O)c1ccc(N2CCCC2)c(NS(=O)(=O)c2ccccc2)c1	-44	-4	-5	-4	-6	0	-4	-2	101	103	105
CCN(CC)C(=O)c1c(Cl)nc(C)c([N+](=O)[O-])c1C	-20	-2	1	-10	-3	-5	2	-3	100	99	103
CCC1(C)Cc2ccccc2-c2c1c(=O)n(-c1ccc(C)cc1)c1nnnn21 (centres undefined)	-2	-1	-8	7	-5	-3	-3	-6	100	100	101
CCOC(=O)N1CCC(NCc2c(C(=O)N(C)Cc3ccccc3)nc3ccccn23)CC1	-55	-5	-7	3	-1	0	-7	-1	94	87	95
C=CCN(CC=C)C(=S)Nc1ccc2nsnc2c1	-19	-9	1	21	0	0	0	2	103	103	104
O=C(CCN1CCCCCC1)Nc1ccc(F)cc1	-21	-3	-2	1	-3	5	-13	0	106	106	103
CCCCNS(=O)(=O)/C=C/c1ccccc1	-4	-10	0	12	11	13	2	0	88	93	70
Oc1ccc[n+](CCCCC[n+]2cccc(O)c2)c1	-93	·	·	15	·	·	·	·	100	?	101
CC12CNCC(C)(CN(C(c3ccccc3)c3ccccc3)C1)C2	-9	-3	-1	-17	-3	-1	-1	-2	105	101	103
CC1(C)Cc2cccc(OCC(O)CN3CCN(c4ccccn4)CC3)c2O1 (centres undefined)	-12	-4	-8	2	-9	-7	-10	-7	103	100	101
CC1(C)Cc2ccccc2-c2nc(NCCO)n(-c3ccccc3)c(=O)c21	2	1	-2	10	0	1	0	3	99	95	99
CC(C)NC(=O)CSc1nc(N)c(NC(=O)c2ccco2)c(=O)[nH]1	-35	-3	-3	7	-1	0	-4	0	93	?	94
CC1=NOC(=O)/C1=C/c1ccc(-c2ccc(Cl)cc2)o1	67*	10	3	67*	1	0	5	5	94	100	87
CC(C(=O)Nc1ccccc1C(=O)N1CCOCC1)N(c1ccccc1)S(C)(=O)=O (centres undefined)	-5	-9	-5	17	-8	-4	-5	-6	100	99	102
CN1CC(=O)N(CCOc2ccccc2)C1=O	-89	-5	-5	-16	-14	-5	-14	0	102	99	101
N#Cc1ccsc1NC(=O)CN1CCN(c2ccc(O)cc2)CC1	-30	-11	-11	72*	-8	-6	-4	-4	97	94	100
Cc1ccc(C(O)c2cccnc2)o1 (centres undefined)	-65	-1	3	-8	0	0	2	0	109	107	101
O=C(CCN1C(=O)c2cccnc2C1=O)NC1CCCCCC1	2	1	0	13	1	0	-2	0	105	105	107
O=C(CN1CCOCC1)Nc1ccc(Br)cn1	15	-6	-7	4	2	-1	-8	0	106	109	106
COCc1ccc([C@@H]2C[C@H]3CN(Cc4ccccc4C)C(=O)[C@]34CCCN24)o1	-23	-2	-4	-4	-4	1	-5	-2	116	113	103
O=C(Nc1cccnc1)c1cc(-c2cc(Cl)ccc2O)n[nH]1	-13	·	·	19	·	·	·	·	104	?	100
COc1ccc(Nc2nc(C)nc3c2nnn3Cc2ccccc2)cc1OC	-13	3	2	24	3	-9	-2	3	104	104	103
CC(C)CC1(C)NC(=O)NC1=O (centres undefined)	7	-8	-2	12	3	-7	-7	4	104	107	103
CC(=O)C1=C(O)C(=O)N(CCO)C1c1ccccc1 (centres undefined)	-11	-2	-5	13	-2	0	-5	0	101	102	102
CCn1c(SCc2nc3cc(OC)c(OC)cc3c(=O)[nH]2)nnc1-c1ccncc1	-20	-1	-3	-4	-1	1	-2	0	94	98	101
CC(=O)N1N=C(c2ccc(C)cc2)OC1c1cccnc1 (centres undefined)	-13	0	-5	7	-1	2	-3	-1	97	101	100
CN1C(=O)N(C)C2C1N(CN1CCCCC1)C(=O)N2CN1CCCCC1 (centres undefined)	-7	-1	-1	-4	-2	0	-2	-1	96	94	97
NC(=S)NC1CCS(=O)(=O)C1 (centres undefined)	-12	-2	0	3	-1	1	-6	-2	99	101	98
O=C(Nc1cccnc1)c1ccc(-c2ccccc2)cc1	2	-4	0	3	-10	-20	0	-6	102	101	105
CCN1C(=O)c2ccccc2Sc2ccc(C(=O)NCCCN3CCOCC3)cc21	-10	-4	-1	-27	-3	-2	-7	0	97	98	103
O=C(CN1CCCCC1)Nc1cccc(-n2cnnn2)c1	-25	-11	-2	-8	-6	-1	-8	0	102	100	101
c1ccc2oc(Cc3ccc(Cc4nc5ccccc5o4)cc3)nc2c1	-3	-4	0	-6	-3	0	-1	0	107	108	106
Oc1ccc(Br)cc1-c1cc(-c2ccccc2F)[nH]n1	6	-14	-13	20	-10	-5	-23	-8	100	98	99
O=C1CCC(=O)N1c1nc2nc(-c3ccccc3)cc(-c3ccccc3)n2n1	15	-1	-1	-25	0	-2	0	-1	100	101	100
COc1ccc(CCNC(=O)Cn2cnc3c(cnn3C(C)(C)C)c2=O)cc1OC	-26	-6	-5	3	0	0	-5	4	97	97	97
O=c1cc(-c2cccc(F)c2)[nH]c2ccccc12	7	-4	-1	-14	-7	-3	0	-2	99	102	99
Cc1cccc(C(=O)Nc2ccccc2C(=O)NCc2cccnc2)c1	-23	-2	-8	9	-3	0	-3	-4	98	?	99
CCCn1c(SCC(=O)NC2CCCC2)nnc1-c1ccccn1	-50	·	·	-17	·	·	·	·	91	?	95
Cc1onc(-c2ccccc2Cl)c1C(=O)Nc1ccc(S(=O)(=O)N2CCCC2)cc1	2	-11	-11	1	-6	-3	-10	0	100	98	100
CCOC(=O)c1cnc2ncnn2c1N	-9	-5	-1	-11	-4	-1	0	-1	96	?	99
Cc1ccccc1N1C(=O)c2cccc([N+](=O)[O-])c2C1=O	-6	-5	-2	-7	-1	0	-8	-5	99	97	103
Cc1ccc(S(=O)(=O)NNC(=O)C2Cc3c(ccc4ccccc34)O2)cc1 (centres undefined)	-2	-4	-3	-2	0	0	-9	2	98	93	97
O=C(NCCO)c1scc2c1OCCO2	-18	-9	-12	7	-9	-1	-13	1	97	98	100
O=C(NCCC1=CCCCC1)C(=O)NCC1OCCCN1S(=O)(=O)c1ccc(F)cc1 (centres undefined)	-1	-6	-4	-3	-1	0	-5	-1	96	98	98
Cc1ccc(-n2ncc3c(=O)n(CC(=O)NCc4ccco4)cnc32)cc1C	-17	-6	-4	8	-10	-2	-9	-4	97	95	97
Cc1cc(C)cc(NC(=O)CN2C(=O)NC(C)(c3ccccc3)C2=O)c1 (centres undefined)	-8	0	-1	4	-1	0	-3	-2	103	105	100
O=C(O)CSc1nnc(NC(=O)c2ccc3c(c2)OCO3)s1	2	0	1	24	1	3	-1	0	99	97	98
OCCCCNCc1ccc(OCc2ccc(Cl)cc2Cl)cc1	-22	-3	-5	-7	-11	2	-10	0	102	105	105
O=c1c(C(c2ccc(F)cc2)c2c(O)nc3n(c2=O)CCS3)c(O)nc2n1CCS2	-24	·	·	14	·	·	·	·	100	?	102
COC(=O)c1ccc(Oc2cc(C)nc(SC)n2)cc1	2	-11	-11	10	0	-5	-9	2	92	94	94
CC(C)(C)NC(=O)NC(=O)CSc1n[nH]c(-c2ccccc2Br)n1	-10	-2	-4	-2	-2	0	-2	-1	100	102	105
Cc1ccc(C(=O)NCCc2ccc(S(N)(=O)=O)cc2)cc1[N+](=O)[O-]	8	-4	0	0	-2	-5	-2	0	103	107	105
Cc1ccc(S(=O)(=O)N2CCCOC2CNC(=O)C(=O)NC2CCCCC2)cc1 (centres undefined)	2	0	2	-7	0	0	0	-1	112	106	104
O=C(Nc1nnc(C2CC2)s1)c1cccnc1Oc1ccc(Cl)cc1	-1	·	·	9	·	·	·	·	101	?	100
